# Compound activity deposited in PubChem BioAssay by National Center for Advancing Translational Sciences (NCATS).
# Akt phos inh – Akt phosphorylation inhibition. Neuro2A IGF-stimulated pAkt S473 HTRF, 20 min; active compounds read low. activity change, % for hits at 50 µM. 0.32% of 360,000 active. AID 651550; in the data active = activity change below about -80%; inconclusive = mostly about -51% to -80%; also: % is scaled to controls: 0 for no effect and ±100 for the full control effect
#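 Single-point screen (50 µM final compound) in Neuro2A cells stimulated 20 min with 6 nM IGF at 37 deg C. After lysis, Ser473-phosphorylated Akt read by HTRF (ex 330 nm, em 615/665 nm) as the 665/615 ratio.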
# PTHR1 ag – PTHR1 (human) receptor agonism; HEK293 GP2 PTHR1 cells, GloSensor cAMP luminescence, 1 h; AID 743266; 0.075% of 410,000 active; Potency, µM (highest dose often 115 µM), for inactives: top-dose activation, actives largely listed as activators; also: potency is read from the fitted curve at half-maximal effect; nearly all actives have a fitted effect of over 55% in size; some results filed as inactive show a strong effect at the top dose; inactives centre near -15; many of its hits are not listed in these tables
# Target sequence (Q03431 whole entry, looked up): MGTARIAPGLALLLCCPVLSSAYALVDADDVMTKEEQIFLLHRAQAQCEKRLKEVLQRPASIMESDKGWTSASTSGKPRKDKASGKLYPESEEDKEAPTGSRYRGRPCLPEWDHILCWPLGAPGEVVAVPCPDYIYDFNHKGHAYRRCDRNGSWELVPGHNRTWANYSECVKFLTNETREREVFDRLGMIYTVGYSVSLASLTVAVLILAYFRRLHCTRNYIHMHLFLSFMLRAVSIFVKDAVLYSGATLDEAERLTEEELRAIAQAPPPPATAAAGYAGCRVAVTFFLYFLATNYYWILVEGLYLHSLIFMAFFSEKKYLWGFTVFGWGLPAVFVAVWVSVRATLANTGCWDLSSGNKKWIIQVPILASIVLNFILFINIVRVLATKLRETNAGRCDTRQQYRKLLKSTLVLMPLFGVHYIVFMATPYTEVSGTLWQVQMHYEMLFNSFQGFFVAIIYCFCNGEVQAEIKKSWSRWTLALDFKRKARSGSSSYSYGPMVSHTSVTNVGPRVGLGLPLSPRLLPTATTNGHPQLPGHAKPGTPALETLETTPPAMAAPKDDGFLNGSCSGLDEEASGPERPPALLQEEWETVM
#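 HEK-293-derived GP2 cells expressing PTHR1 and a GloSensor cAMP reporter, 3,000/well, plated overnight, given luciferin plus IBMX (each 0.5 mM as added) for 1 h at 37 °C, then compound for 1 h at 37 °C. Luminescence was read after 15 min at room temperature.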
# Abeta yeast res – compounds reversing amyloid beta toxicity in yeast; Potency, µM (highest dose often 46.1 µM), without a hit: at the top dose growth rescue, actives largely listed as activators; AID 1347071; 0.063% of 410,000 active; yeast expressing A-beta42, growth rescue, OD600, 48 h; response scale: 0% DMSO, 100% iron-clioquinol control; also: potency is read from the fitted curve at half-maximal effect; nearly all actives have a fitted effect of over 55% in size
#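 Yeast A-beta toxicity model in growth medium with pinned compounds, 48 h at 30 C; growth read as absorbance at 600 nm. Normalized to FeCl3/clioquinol equimolar mix (positive) and DMSO (negative).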
# FUS yeast rescue – rescues growth of FUS-expressing yeast; 0.24% of 390,000 active; S. cerevisiae FUS-expressing, growth rescue, OD600, 24 h; Potency, µM (doses to about 76.6 µM), without a hit: at the top dose growth rescue (activation), hits mostly activators;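 also: potency is read from the fitted curve at half-maximal effect; plate controls were DMSO vehicle for no effect and reference control for full effect; nearly all actives have a fitted effect of over 55% in size; some results filed as inactive show a strong effect at the top dose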
#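 Cultures pregrown in 2.5% raffinose medium are shifted to minimal medium containing 2% galactose to express toxic FUS. Compounds are tested at several concentrations. After 24hr at 30C, growth is quantified at 600 nm absorbance.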
# D3 antag – antagonists of human D3 dopamine receptor | D3R cells, DiscoveRx beta-arrestin luminescence, antagonist mode; active compounds read low | max response, negative = inhibition, % | 2.5% of 360,000 active | AID 652054; in the data active = max response below about -50%; inconclusive = no clear call, values can overlap the other calls; also: % is scaled to controls: 0 for no effect and ±100 for the full control effect; mostly tested at two doses, the higher about 12 µM
# Target sequence (P35462 whole entry, looked up): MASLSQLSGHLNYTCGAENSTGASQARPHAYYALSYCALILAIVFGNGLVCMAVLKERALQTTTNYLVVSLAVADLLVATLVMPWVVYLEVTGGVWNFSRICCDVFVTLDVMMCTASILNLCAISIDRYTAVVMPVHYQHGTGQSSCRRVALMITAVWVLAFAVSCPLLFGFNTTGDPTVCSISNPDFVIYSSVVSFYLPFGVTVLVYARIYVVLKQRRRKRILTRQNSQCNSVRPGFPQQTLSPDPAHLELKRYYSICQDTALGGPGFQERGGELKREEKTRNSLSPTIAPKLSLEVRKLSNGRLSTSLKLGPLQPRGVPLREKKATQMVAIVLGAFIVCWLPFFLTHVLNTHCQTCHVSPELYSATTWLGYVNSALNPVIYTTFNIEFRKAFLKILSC
#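 Cells expressing the human receptor were seeded at 1500 cells/well, incubated overnight at 37 degrees C in 5% CO2, then exposed to library compounds with dopamine controls for 90 minutes at 37 degrees C before luminescent detection.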
# aSyn yeast inh – inhibitors of alpha-synuclein toxicity in yeast; Yeast expressing alpha-synuclein, growth rescue, BacTiter-Glo, 24 h; Potency, µM (highest dose often 46.1 µM), inactives show at the top dose growth rescue (activation), usual class: activators; 0.14% of 370,000 active; also: potency is read from the fitted curve at half-maximal effect; % of control where 0% means no effect; nearly all actives have a fitted effect of over 65% in size
#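 Galactose-induced alpha-syn yeast (OD600=0.02, raffinose-pregrown) + pinned cpd, 24 hr, 30 deg C; growth by BacTiter-Glo luminescence. Growth restoration scores as activation.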
# GLP1R ag – activates the human GLP-1 receptor; HEK293 GLP-1R CRE-luciferase, luminescence, 4-6 h; cells express a hypersensitive GLP-1R form; Potency, µM (top dose mostly 45.6 µM), without a hit: top-dose activation, most hits filed as activators; P43220; 0.007% of 380,000 active; also: potency is read from the fitted curve at half-maximal effect; % of control where 0% means no effect
# GLP1R inv ag – GLP-1 receptor (human) inverse agonism. P43220. HEK293 GLP-1R CRE-luciferase, luminescence, 24 h; GLP-1R form is constitutively active. Potency, µM (top dose mostly 38.3 µM), without a hit: at the highest dose activity change, negative = inhibition, most hits filed as inhibitors. 1.6% of 410,000 active; also: potency is read from the fitted curve at half-maximal effect; % is scaled to controls: 0 for no effect and ±100 for the full control effect; nearly all actives have a fitted effect of over 55% in size
#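 Cells are plated, allowed 12 hours at 37 deg C, then treated with compounds for 24 hr before luciferase detection reagent is added and luminescence is read after 12 min at room temperature. The HEK293 line carries constitutively active GLP-1R with a cAMP-responsive reporter.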
# TDP-43 yeast inh – TDP-43 toxicity inhibition in yeast. TDP-43 expressing yeast growth rescue, BacTiter-Glo, 24 h. Potency, µM (series often up to 46.1 µM), inactives show top-dose growth rescue (activation), usual class: activators. 1.8% of 410,000 active; also: potency is read from the fitted curve at half-maximal effect; % of control where 0% means no effect; nearly all actives have a fitted effect of over 50% in size
#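 In this qHTS, compounds that restore growth of yeast expressing TDP-43 appear as activators. Cells (OD600=0.02, galactose medium, raffinose-pregrown) are incubated with compound 24 hr at 30 deg C and growth is quantified by BacTiter-Glo.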
# * = called active by the depositor; i = inactive; ? = inconclusive; nt = no result given; [ ] = dose if it differs, or a comment. Unless noted, calls follow the shape of the dose curve; as a rule, active = well fitted curve in the direction sought with a large enough effect; inconclusive = small, poorly fitted or top-dose-only effect, or another doubt; inactive = no such curve, though single readings can be large; an effect the other way counts as inactive or inconclusive. These rows are one share of the data; the hit share may differ from the screen's.
SMILES,Akt phos inh,PTHR1 ag,Abeta yeast res,FUS yeast rescue,D3 antag,aSyn yeast inh,GLP1R ag,GLP1R inv ag,TDP-43 yeast inh
Cc1ccc(C)c(N(C(=O)c2csnn2)C(C(=O)NC2CCCCC2)c2ccccn2)c1 (stereo not given),i,15%,3%,14%,2,3%,-1%,11%,-7%
COc1cc(CN2CCC(C(=O)NC(c3ccc(F)cc3)c3ccc4ccccc4n3)CC2)cc(OC)c1 (stereo not given),i,i,-15%,21%,-68*,-26%,0%,2.8µM*,17%
O=NNc1nc2ccccc2n1Cc1ccccc1,i,-16%,-20%,6%,-6,4%,-2%,?,-14%
c1ccc(-c2cc3c(N4CCCCC4)ncnc3s2)cc1,i,-7%,6%,16%,1,3%,32%,-14%,13%
CCOc1ccc(NS(=O)(=O)c2cc(NC(=O)C3CC3)ccc2C)cc1Br,i,-53%[inhibitor],11%,nt,10,7%,-1%,?,9%
CC1(Cc2ccccc2C#N)C(=O)Nc2ccc(OC(F)(F)F)cc21 (stereo not given),i,-12%,-2%,-8%,0,5%,5%,?,0%
CCNC(=O)C1CCCN(C(=O)c2cccs2)CC1 (stereo not given),i,-25%,0%,-19%,9,3%,-5%,4%,19%
O=C(NNC(=O)C1CC1c1ccccc1)Nc1cccc(Cl)c1 (stereo not given),i,-17%,-2%,-6%,18,0%,-10%,-5%,-8%
COC(=O)c1[nH]c2ccc(F)cc2c1NS(=O)(=O)c1ccc(OC)cc1OC,i,-4%,10%,-17%,2,1%,-16%,-17%,1%
Cc1cc(C(=O)CC#N)c(C)n1-c1ccc(OC(F)F)cc1,i,-22%[57.5 µM],-12%,19%,7,-4%,4%,?,11%
Cc1nnc(SCC(=O)NC(C)(C)C)n1NCc1ccc(Cl)cc1,i,-16%,-14%,14%,6,-18%,3%,19%,-9%
COCCn1c(SC)nnc1-c1c[nH]c2ccccc12,i,i,1%,-11%,-4,-2%,2%,8%,27%
O=C1/C(=C/c2ccccn2)SC(=S)N1c1cccc(O)c1,i,-84%[inhibitor],-11%,-10%,6,1%,-1%,?,14%
CCOC(=O)c1c(C)nc2sc3c(c2c1-c1ccc(OC)cc1)NC(c1ccccc1)NC3=O (stereo not given),i,i,13%,7%,?,2%,20%,44%[activator],2%
CCCNC(=S)N(Cc1cc2cc(C)ccc2n2nnnc12)CC(C)(C)CN(C)C,i,i,-7%,14%,9,0%,-9%,13%,-14%
CCOC(=O)c1cc2c(=O)n3ccccc3nc2n(Cc2ccco2)c1=NC(=O)c1ccc(OCC)cc1,nt,-10%,1%,34%,nt,nt,nt,26%,17%
Nc1nc(SCC(=O)N2CCCc3ccccc32)[nH]c(=O)c1-c1ccccc1,i,i,1%,5%,-24,7%,13%,2%,1%
O=C(NNC(=O)c1cccnc1)Nc1ccccc1,i,i,-2%,-10%,-7,2%,-2%,15%,-4%
O=C(O)C12C[C@H]3C[C@@H](C1)CC(n1ncc(N4CCN(c5ccccc5)CC4)c(Cl)c1=O)(C3)C2,i,-14%,11%,nt,7,-2%,-9%,2%,25%
Cc1ccc(OCCOCCN2CCCC2)c(Br)c1,i,4%,-17%,-21%,?,-3%,-4%,?,-15%
O=C(CSc1ncnc2sc3c(c12)CCC3)Nc1ccccc1C(=O)O,i,-2%,-5%,-6%,1,2%,4%,22%,-15%
CC1CCN(C(=O)Cn2nnc(-c3cccs3)n2)CC1,i,-13%,-11%,-38%[inhibitor],7,6%,-3%,-8%,-2%
O=C(Cn1nc(C(=O)O)c2ccccc2c1=O)Nc1cccc(S(=O)(=O)N2CCCCC2)c1,i,-30%,-1%,31%,1,-1%,13%,11%,-21%
CC(=O)c1ccc(OCC(O)CN2CCCC(C)C2)cc1 (stereo not given),i,-6%,-15%,-30%,?,-7%,-3%,-5%,-3%
Cc1nn(CCOc2cccc(Cl)c2)c(C)c1[N+](=O)[O-],i,-13%,?,-4%,-64*,20%,7%,?,?
O=C(c1ccc(CNc2c(N3CCOCC3)c(=O)c2=O)cc1)N1CC=C(c2ccccc2)CC1,i,i,-1%,5%,-1,1%,11%,1%,23%
C=CCn1c(-c2cccc(S(=O)(=O)N(CC)CC)c2)n[nH]c1=S,i,3%,-2%,15%,0,-12%,-4%,35%[activator],-9%[0.397 µM]
COc1ccc(NC(=O)Cn2cnc3ccc(S(=O)(=O)N4CCC(C)CC4)cc3c2=O)cc1OC,nt,-4%,-18%,?,nt,nt,2%,-11%,-2%
CCOc1ccc(-c2nnc(-c3cccs3)o2)cc1,i,-36%,7%,18%,?,-3%,-15%,0%,20%
O=C(O)c1ccc(NC(=S)NC(=O)c2cncc(Br)c2)cc1,i,i,-3%,-5%,-25,-1%,-2%,-10%,?
OC(c1ccc(-c2ccccc2)cc1)c1ncc(-c2cccc(F)c2)[nH]1 (stereo not given),i,-51%[inhibitor],8%,12%,0,19%,-4%,?,-3%
O=C(NC1CCCCC1)c1nc(C2CCNCC2)oc1-c1ccccc1,i,-18%,-5%,-10%,11,3%,5%,?,24%
O=C(O)c1ccc(Cl)c(NC(=O)C2CCCN2S(=O)(=O)c2cccc3nsnc23)c1 (stereo not given),i,i,0%,20%,?,5%,-4%,2%,-7%
O=C(NC1CCCC1)C(c1ccncc1)N(C(=O)Cc1cccs1)c1ccc(F)cc1 (stereo not given),i,-19%,-3%,22%,11,8%,0%,-24%,-1%
CCSc1nc(-c2ccccc2)c2cc(Cl)ccc2n1,i,i,-1%,-13%,16,-10%,0%,16%,6%
COc1ccc(C(=O)Nc2ccccc2C(=O)N2CCCCCC2)cc1,i,-24%,11%,-7%,-3,8%,12%,-4%,0%
O=C(COC(=O)c1cc(F)cc(F)c1)NCCCc1ccccc1,i,i,-5%,-16%,-8,-1%,7%,10%,?
CCOC(=O)c1c(NC(=O)C2c3ccccc3Oc3ccccc32)sc(C)c1C,nt,i,2%,3%,nt,nt,nt,5%,9%
COc1cccc(OCC(Cn2cnc3ccccc32)OC(C)=O)c1 (stereo not given),i,-4%,0%,-32%,14,2%,7%,-18%,17%
CCc1ccc(C(=O)CN2C(=O)NC3(CCCCCC3)C2=O)cc1,i,-24%,-36%[inhibitor],-1%,-1,14%,30%,?,-26%
CC(OC(=O)Cc1coc2ccc3ccccc3c12)C(=O)NC(N)=O (stereo not given),i,0%,12%,20%,-1,6%,11%,7%,0%
C/C(=N\NC(=O)C1COc2ccccc2O1)c1ccc(Cl)s1 (stereo not given),i,i,14%,-5%,-12,13%,11%,-13%,24%
CC(=O)Oc1ccc2c(c1)Oc1cc(OC(C)=O)ccc1C21OC(=O)c2ccccc21,i,-21%,-2%,nt,18,11%,2%,3%,21%
CC(=O)CSc1nsc(SCC(C)=O)c1C#N,i,-3%,-15%,29%,-69*,-14%,-9%,?,22%
COCc1nnc(NC(=O)c2cc(Cl)ccc2OC)s1,i,i,-3%,11%,8,0%,9%,0%,0%

# Structures listed so far with bromine:
SMILES,Akt phos inh,PTHR1 ag,Abeta yeast res,FUS yeast rescue,D3 antag,aSyn yeast inh,GLP1R ag,GLP1R inv ag,TDP-43 yeast inh
CCOc1ccc(NS(=O)(=O)c2cc(NC(=O)C3CC3)ccc2C)cc1Br,i,-53%[inhibitor],11%,nt,10,7%,-1%,?,9%
Cc1ccc(OCCOCCN2CCCC2)c(Br)c1,i,4%,-17%,-21%,?,-3%,-4%,?,-15%
O=C(O)c1ccc(NC(=S)NC(=O)c2cncc(Br)c2)cc1,i,i,-3%,-5%,-25,-1%,-2%,-10%,?

# Arranged by value in PTHR1 ag (smallest number first): some entries from above
smiles | Akt phos inh | PTHR1 ag | GLP1R ag | GLP1R inv ag
COc1ccc(C(=O)Nc2ccccc2C(=O)N2CCCCCC2)cc1 | i | -24% | 12% | -4%
O=C(NC1CCCCC1)c1nc(C2CCNCC2)oc1-c1ccccc1 | i | -18% | 5% | ?
CC(=O)CSc1nsc(SCC(C)=O)c1C#N | i | -3% | -9% | ?

# (cont.)
SMILES,Akt phos inh,PTHR1 ag,Abeta yeast res,FUS yeast rescue,D3 antag,aSyn yeast inh,GLP1R ag,GLP1R inv ag,TDP-43 yeast inh
Cn1c(COc2ccc(Cl)cc2Cl)nnc1SCC(=O)NCC1CCCO1 (stereo not given),i,i,-4%,-12%,15,6%,1%,-1%,5%
COc1ccc(C(c2c(NC(=O)c3ccco3)sc(C)c2C)N2CCOCC2)cc1OC (stereo not given),i,-24%,-33%[inhibitor],?,42,1%,16%,-21%,9%
O=[N+]([O-])c1cccc(CN2CCN(S(=O)(=O)Cc3ccccc3)CC2)c1,i,i,-39%[inhibitor],nt,8,-2%,3%,18%,-24%
O=C(COC(=O)c1ccc([N+](=O)[O-])s1)Nc1ccc(Cl)cn1,i,i,4%,-11%,-8,-1%,-4%,16%,?
Cc1c(C(=O)NCc2c(F)cc(F)cc2F)oc2ccc(S(=O)(=O)N3CCOCC3)cc12,i,-2%,3%,22%,16,20%,22%,-15%,18%
Cc1cc(-c2onc(C)c2C(=O)N/N=C/c2ccccc2)no1,i,i,8%,-17%,7,5%,3%,-6%,9%
Cc1nc(NC(=O)c2ccccc2)sc1-c1csc(NCc2ccco2)n1,i,i,-10%,27%,4,-22%,-4%,-23%,-10%
CCC1(C)OC(=O)N(CCCn2ccnc2C)C1(C)O (stereo not given),i,-6%[57.5 µM],11%,10%,18,0%,-8%,-1%,8%
COc1ccccc1/C=C1/C(=O)N(c2cc(C)cc(C)c2)C(c2cccc([N+](=O)[O-])c2)S1(=O)=O (stereo not given),i,-26%,0%,12%,7,-14%,1%,-17%,11µM*
COC(=O)COc1ccc(S(=O)(=O)Nc2ccc(NC(C)=O)cc2)cc1C,i,-4%,11%,nt,2,-5%,-2%,-7%,1%
